Source: PubChem
IDH1 R132H inh = human IDH1 R132H inhibition | IDH1-R132H enzyme, NADPH consumption, diaphorase/resazurin fluorescence | hit rate 0.093% among 390,000 | AID 602179 | O75874 | Potency, µM (highest dose often 76.6 µM), for inactives: at the highest dose activity change, negative = inhibition, most hits filed as inhibitors; note: potency is the fitted concentration of half-maximal effect; % is set by controls: 0 for no effect and ±100 for the full control effect; nearly all actives have a fitted effect of over 65% in size
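IDH1-R132H (0.5 ug/mL dispensed) in pH 7.5 Tris buffer was preincubated 30 min with compound, then given a substrate mix of 0.016 mM NADPH and 2 mM alpha-KG for 80 min at room temperature; remaining NADPH was read by diaphorase/resazurin fluorescence.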
PI4K2A inh = PI4K2A (human) kinase inhibition | activity change, negative = inhibition, % at 76.9 µM | purified PI4K2A, ADP-Glo luminescence, 1 h; hits give low values | Q9BTU6 | AID 1346378 | hit rate 0.13% among 420,000; in the data active = activity change below about -50%; inconclusive = mostly about -30% to -49%;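 note: -100% = wells without enzyme as full effect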
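ADP-Glo luminescence measured ADP generated by PI4K2A enzyme (4 ug/mL before mixing) with 1.2 mM PI substrate (pre-mix) and 300 microM ATP (pre-mix). Tris pH7.5 buffer with MgCl2, Triton X-100; 1 h reaction at ambient temperature.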
TrxR1 substrate = rat thioredoxin reductase 1 substrate activity | hit rate 0.01% among 390,000 | AID 588456 | purified TrxR1 substrate turnover, NADPH consumption readout | Potency, µM (titrated, usually from 114 µM), for the others: at the highest dose activity change, negative = substrate turnover | O89049; note: potency is the fitted concentration of half-maximal effect; % is set by controls: 0 for no effect and ±100 for the full control effect; nearly all actives have a fitted effect of over 50% in size
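Rat TrxR1, dispensed at 90 nM, was prereduced with 400 uM NADPH (final) for 5 min at ~22 deg C, then incubated with compound 15 min before 400 uM selenite. A first-read NADPH fluorescence drop versus no-compound background flagged substrates.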
TrxR1 inh = blocks rat thioredoxin reductase 1; O89049; recombinant rTrxR1, NADPH fluorescence consumption, selenite substrate; Potency, µM (titrated, usually from 114 µM), for the others: at the top dose activity change, negative = inhibition, actives largely listed as inhibitors; hit rate 1% among 390,000; note: potency is the fitted concentration of half-maximal effect; % is set by controls: 0 for no effect and ±100 for the full control effect; nearly all actives have a fitted effect of over 65% in size
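Rat TrxR1 (90 nM in the dispensed reagent) was pre-reduced with 400 uM NADPH for 5 min at room temperature, then incubated with compound for 15 min. After 400 uM selenite was added, NADPH fluorescence (Ex 340/Em 450 nm) was followed for 8 min.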
PGK inhibitor = blocks T. brucei phosphoglycerate kinase; P07378; Potency, µM (top dose mostly 57.5 µM), for inactives: at the highest dose activity change, negative = inhibition, most hits filed as inhibitors; PGK/GAPDH coupled, Kinase-Glo luminescence, 60 min; hit rate 0.043% among 380,000; AID 602233; note: potency is the fitted concentration of half-maximal effect; % is set by controls: 0 for no effect and ±100 for the full control effect; nearly all actives have a fitted effect of over 60% in size
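Luminescent ATP detection (Kinase-Glo Plus) follows a 60-minute room-temperature incubation, with wells lacking PGK as controls. Buffer: 100 mM TEA (pH 7.6), 5 mM MgCl2, 0.01% Tween-20. Coupling enzyme GAPDH (100 nM final) supplies unstable 1,3-BPG in-well.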
USP1 inh = inhibitors of human USP1/UAF1 deubiquitinase; Potency, µM (series often up to 57.1 µM), for the others: top-dose activity change, negative = inhibition, most hits filed as inhibitors; hit rate 0.23% among 390,000; recombinant USP1/UAF1, Ub-Rhodamine cleavage fluorescence; note: potency is the fitted concentration of half-maximal effect; % is set by controls: 0 for no effect and ±100 for the full control effect; nearly all actives have a fitted effect of over 60% in size; inactives centre near -12
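High-throughput fluorogenic screen: 1nM USP1/UAF1 complex, Ub-Rho substrate 150nM final, 50mM HEPES pH 7.8 with 0.5mM EDTA, 0.1 mg/ml BSA, 1mM TCEP and 0.01% Tween-20.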
HP1b chromo inh = HP1-beta chromodomain-methylated histone interaction inhibition; P83916; AlphaScreen HP1-beta / biotin-H3K9me3 peptide binding; Potency, µM (titrated, usually from 114 µM), for inactives: at the top dose activity change, negative = inhibition, actives largely listed as inhibitors; hit rate 0.56% among 390,000; AID 540317; note: potency is the fitted concentration of half-maximal effect; nearly all actives have a fitted effect of over 70% in size; inactives centre near 23
Target sequence (P83916 whole entry, looked up): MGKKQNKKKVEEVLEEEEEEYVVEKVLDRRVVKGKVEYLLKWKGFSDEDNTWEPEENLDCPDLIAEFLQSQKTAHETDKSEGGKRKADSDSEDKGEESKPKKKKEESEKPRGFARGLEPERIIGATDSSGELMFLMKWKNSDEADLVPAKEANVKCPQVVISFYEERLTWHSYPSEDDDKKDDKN
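AlphaScreen: HP1-beta (50 nM) preformed 30 min with biotin-H3(1-18)K9me3 peptide (50 nM) in PBS pH 7.4, 0.01% Tween-20. Compound added for 30 min at RT, then streptavidin donor/nickel chelate acceptor beads (10 ug/mL) for 30 min.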
GLS inh = glutaminase GLS (human) inhibition; hit rate 0.21% among 410,000; Potency, µM (top dose mostly 45.5 µM), without a hit: at the highest dose activity change, negative = inhibition, actives largely listed as inhibitors; O94925; GLS enzymatic activity, qHTS titration; note: potency is the fitted concentration of half-maximal effect; % is set by controls: 0 for no effect and ±100 for the full control effect
Target sequence (O94925 whole entry, looked up): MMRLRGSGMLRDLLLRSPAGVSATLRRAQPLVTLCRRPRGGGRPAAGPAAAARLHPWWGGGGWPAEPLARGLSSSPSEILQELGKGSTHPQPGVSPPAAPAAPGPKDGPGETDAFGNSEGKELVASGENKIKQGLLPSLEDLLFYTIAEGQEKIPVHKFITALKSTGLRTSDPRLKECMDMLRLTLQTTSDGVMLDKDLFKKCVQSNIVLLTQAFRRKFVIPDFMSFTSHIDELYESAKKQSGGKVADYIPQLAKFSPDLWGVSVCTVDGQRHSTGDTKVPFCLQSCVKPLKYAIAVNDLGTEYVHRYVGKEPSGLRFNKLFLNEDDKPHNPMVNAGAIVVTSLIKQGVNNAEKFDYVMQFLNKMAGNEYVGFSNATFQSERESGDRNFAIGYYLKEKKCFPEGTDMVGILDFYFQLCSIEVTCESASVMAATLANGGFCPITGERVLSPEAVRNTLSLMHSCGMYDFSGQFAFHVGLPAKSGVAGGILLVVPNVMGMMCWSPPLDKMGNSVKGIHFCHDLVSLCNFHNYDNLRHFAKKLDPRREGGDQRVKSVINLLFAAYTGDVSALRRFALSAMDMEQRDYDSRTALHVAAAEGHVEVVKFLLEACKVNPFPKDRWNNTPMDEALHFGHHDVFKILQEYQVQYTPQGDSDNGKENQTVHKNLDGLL
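Glutamate formation by hKGA was monitored fluorometrically using coupled glutamate oxidase, HRP and Amplex Red. Substrate was added as 1 mM L-glutamine solution; incubation was 30 min at RT after an initial read.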
Pin1 inh = inhibitors of human Pin1 | Potency, µM (titrated, usually from 115 µM), for inactives: at the highest dose activity, negative = inhibition, actives largely listed as inhibitors | Q13526 | hit rate 0.009% among 390,000 | Pin1 FP peptide displacement, HiFluor488, 10 min | AID 504891; active = well fitted inhibition curve with a large enough effect in the polarisation, with a control signal flat, not every such curve was filed as active; inconclusive = small, poorly fitted or top-dose-only effect, or effect the other way, or a change in a side signal; inactive = no such curve, though single readings can be large or run the other way; the % refers to the polarisation; note: potency is the fitted concentration of half-maximal effect; % is set by controls: 0 for no effect and ±100 for the full control effect
Target sequence (Q13526 whole entry, looked up): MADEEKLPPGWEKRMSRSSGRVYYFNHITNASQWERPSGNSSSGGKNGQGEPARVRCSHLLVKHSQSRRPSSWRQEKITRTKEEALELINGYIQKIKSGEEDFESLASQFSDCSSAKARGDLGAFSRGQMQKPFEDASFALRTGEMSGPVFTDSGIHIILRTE
* = called active by the depositor; & = joins results of further samples; [ ] = another dose, or the depositor's remark. Unless noted, calls come from the whole dose curve; as a rule, active = well fitted curve in the direction sought with a large enough effect; inconclusive = small, poorly fitted or top-dose-only effect, or another doubt; inactive = no such curve, though single readings can be large; an effect the other way counts as inactive or inconclusive.

What do the screens show for `CCCN(C(=O)c1ccc(N(C)S(=O)(=O)c2ccc(C)cc2)cc1)C1CCS(=O)(=O)C1` (stereo unspecified)?
IDH1 R132H inh: -4%; PI4K2A inh: 0; TrxR1 substrate: -5%; TrxR1 inh: -7%; PGK inhibitor: 15%; USP1 inh: -1%; HP1b chromo inh: 26%; GLS inh: 20%; Pin1 inh: 7%

How did Cc1cccc2nc(CSc3ccc(Cl)cc3)cn12 do in these assays?
IDH1 R132H inh: 17%; PI4K2A inh: -5; TrxR1 substrate: 11%[57.1 µM]; TrxR1 inh: 33%[57.1 µM]; PGK inhibitor: -8%; USP1 inh: inconclusive; HP1b chromo inh: -5%; GLS inh: -10%; Pin1 inh: -2%

How did CN(Cc1ccco1)C(=O)CSc1nn2c(=O)c(C(C)(C)C)nnc2s1 do in these assays?
IDH1 R132H inh: 0%; PI4K2A inh: -10; TrxR1 substrate: -1%; TrxR1 inh: inconclusive; PGK inhibitor: -14%; USP1 inh: -23%; HP1b chromo inh: 13%; GLS inh: -11%; Pin1 inh: -3%

Results for CCc1ccccc1NC(=O)CSc1nnc(CC)c(CC)n1 ?
IDH1 R132H inh: 0%; PI4K2A inh: 1; TrxR1 substrate: 4%[57.1 µM]; TrxR1 inh: 15%[57.1 µM]; PGK inhibitor: -2%; USP1 inh: 0%; HP1b chromo inh: 36%; GLS inh: 6%; Pin1 inh: 0%

What do the screens show for `Cc1ccc(NC(=O)CSc2nnc(C)n3c2cc2sccc23)c(C)c1`?
IDH1 R132H inh: 0%; PI4K2A inh: -2; TrxR1 substrate: -5%; TrxR1 inh: 12%; PGK inhibitor: inactive; USP1 inh: 9%; HP1b chromo inh: -6%; GLS inh: -9%; Pin1 inh: 10%

Results for COc1ccc(CN(C)CCCn2ccc(N)nc2=O)cc1OC ?
IDH1 R132H inh: 8%; PI4K2A inh: 7; PGK inhibitor: -3%; USP1 inh: -15%; GLS inh: -2%

How did CCOc1ccc(Cn2nnc(-c3ccc(S(C)(=O)=O)cc3)n2)cc1OCC do in these assays?
IDH1 R132H inh: -2%; PI4K2A inh: 0; TrxR1 substrate: -1%; TrxR1 inh: 23%; PGK inhibitor: -5%; USP1 inh: -9%; HP1b chromo inh: 23%; GLS inh: 5%; Pin1 inh: 1%

What do the screens show for `O=C(CNC(=S)N(Cc1ccccc1)Cc1ccccc1F)NCCc1ccccc1`?
IDH1 R132H inh: 5%; PI4K2A inh: 2; TrxR1 substrate: -13%; TrxR1 inh: 3%[57.1 µM]; PGK inhibitor: inactive; USP1 inh: -22%; HP1b chromo inh: 38%; GLS inh: -14%; Pin1 inh: 1%

Results for COc1cccc(C2C(C(=O)Nc3ccc(C)cc3C)=C(C)Nc3ncnn32)c1OC (stereo unspecified) ?
IDH1 R132H inh: 7%; PI4K2A inh: -5; TrxR1 substrate: 5%; TrxR1 inh: 18%; PGK inhibitor: -1%; USP1 inh: -8%; HP1b chromo inh: 14%; GLS inh: 0%; Pin1 inh: -1%

How did O=C(COC(=O)/C=C/c1ccco1)Nc1ncc(Cl)cc1Cl do in these assays?
IDH1 R132H inh: -5%; PI4K2A inh: -3; TrxR1 substrate: -5%; TrxR1 inh: 50µM*; USP1 inh: -20%; HP1b chromo inh: -9%; GLS inh: -32%; Pin1 inh: -17%

What do the screens show for `COCCNC(=O)Cn1nc(Cc2ccncc2)c2ccccc2c1=O`?
IDH1 R132H inh: 7%; PI4K2A inh: -1; TrxR1 substrate: 3%; TrxR1 inh: 24%; PGK inhibitor: -5%; USP1 inh: -11%; HP1b chromo inh: 1%; GLS inh: 11%; Pin1 inh: 1%

What do the screens show for `O=C(O)CSc1nnc2n(-c3ccccc3)c(=O)c3ccccc3n12`?
IDH1 R132H inh: -8%; PI4K2A inh: 2; TrxR1 substrate: -3%; TrxR1 inh: 8%; PGK inhibitor: 1%; USP1 inh: -14%; HP1b chromo inh: 5%; GLS inh: 6%; Pin1 inh: -3%

What do the screens show for `CCN1C(=O)C(=O)N(CC(=O)N(C)CC(=O)Nc2ccccc2C(F)(F)F)C1=O`?
IDH1 R132H inh: -5%; PI4K2A inh: 2; TrxR1 substrate: 5%; TrxR1 inh: 15%; PGK inhibitor: -3%; USP1 inh: -20%; HP1b chromo inh: 42%[activator]; GLS inh: 0%; Pin1 inh: 7%

What do the screens show for `CCOc1ccc(Cl)cc1CNCCCSc1ncccn1`?
IDH1 R132H inh: -5%; PI4K2A inh: -6; TrxR1 substrate: 3%; TrxR1 inh: 19%; PGK inhibitor: 0%; USP1 inh: -22%; HP1b chromo inh: 42%[activator]; GLS inh: -3%; Pin1 inh: -8%

Results for CC(C)C(c1nnnn1CCc1ccccc1)N1CCSCC1 (stereo unspecified) ?
IDH1 R132H inh: 11%; PI4K2A inh: 11; TrxR1 substrate: 3%; TrxR1 inh: 16%; PGK inhibitor: -2%; USP1 inh: -16%; HP1b chromo inh: 32%; GLS inh: -3%; Pin1 inh: 2%

Results for CCOCCCNC(=O)C(c1ccc(Cl)cc1)N(Cc1cccs1)C(=O)CNC(C)=O (stereo unspecified) ?
IDH1 R132H inh: -3%; PI4K2A inh: -1; TrxR1 substrate: 0%; TrxR1 inh: -3%; PGK inhibitor: 8%; USP1 inh: 3%; HP1b chromo inh: 20%; GLS inh: -4%; Pin1 inh: 0%

What do the screens show for `C=CCNC(=O)c1ccc(N(Cc2ccccc2)S(C)(=O)=O)cc1`?
IDH1 R132H inh: 7%; PI4K2A inh: -3; TrxR1 substrate: 0%; TrxR1 inh: 21%; PGK inhibitor: 3%; USP1 inh: -1%; HP1b chromo inh: 47%[activator]; GLS inh: 0%; Pin1 inh: -2%

What do the screens show for `O=C(Nc1nnc(SCCC2OCCO2)s1)C1CC(=O)N(c2ccccc2)C1` (stereo unspecified)?
IDH1 R132H inh: 9%; PI4K2A inh: -8; TrxR1 substrate: -7%; TrxR1 inh: inconclusive; PGK inhibitor: inactive; USP1 inh: -18%; HP1b chromo inh: 31%; GLS inh: 1%; Pin1 inh: 10%

What do the screens show for `Cc1ccccc1NC(=O)CSC1=C(C#N)C(c2ccsc2)CC(=O)N1` (stereo unspecified)?
IDH1 R132H inh: 1%; PI4K2A inh: -4; TrxR1 substrate: -4%; TrxR1 inh: -5%; PGK inhibitor: 2%; USP1 inh: -10%; HP1b chromo inh: 14%; GLS inh: 3%; Pin1 inh: -2%

Results for COc1ccc(Nc2ccc(N3C(=O)CCCC3=O)cc2[N+](=O)[O-])cc1OC ?
IDH1 R132H inh: -11%; PI4K2A inh: -1; TrxR1 substrate: -7%; TrxR1 inh: -6%; PGK inhibitor: -5%; USP1 inh: -15%; HP1b chromo inh: inconclusive; GLS inh: 9%; Pin1 inh: -3%

Random excerpt: two entries already listed.
What do the screens show for `COCCNC(=O)Cn1nc(Cc2ccncc2)c2ccccc2c1=O`?
IDH1 R132H inh: 7%; PI4K2A inh: -1; TrxR1 substrate: 3%; TrxR1 inh: 24%; PGK inhibitor: -5%; USP1 inh: -11%; HP1b chromo inh: 1%; GLS inh: 11%; Pin1 inh: 1%

Results for CCOCCCNC(=O)C(c1ccc(Cl)cc1)N(Cc1cccs1)C(=O)CNC(C)=O (stereo unspecified) ?
IDH1 R132H inh: -3%; PI4K2A inh: -1; TrxR1 substrate: 0%; TrxR1 inh: -3%; PGK inhibitor: 8%; USP1 inh: 3%; HP1b chromo inh: 20%; GLS inh: -4%; Pin1 inh: 0%

The list continues.
What do the screens show for `CNC(=O)NC(=O)C(C)OC(=O)CCCc1nc2ccccc2s1` (stereo unspecified)?
IDH1 R132H inh: -1%; PI4K2A inh: -5; TrxR1 substrate: 6%; TrxR1 inh: 5%[57.1 µM]; PGK inhibitor: 5%; USP1 inh: -3%; HP1b chromo inh: 66%[activator]; GLS inh: 0%; Pin1 inh: 3%

How did COc1cccc(-c2cc(C(=O)Nc3cccnc3)c3ccccc3n2)c1 do in these assays?
IDH1 R132H inh: -5%; PI4K2A inh: -1; TrxR1 substrate: -17%; TrxR1 inh: -8%; PGK inhibitor: 4%; USP1 inh: -2%; HP1b chromo inh: 16%; GLS inh: 9%; Pin1 inh: -2%

What do the screens show for `O=C(Nc1ccc(Oc2ccccc2)cc1)c1ccc(F)c(S(=O)(=O)N2CCN(c3ccccc3F)CC2)c1`?
IDH1 R132H inh: -3%; PI4K2A inh: 5; TrxR1 substrate: -5%[57.1 µM]; TrxR1 inh: 17%[57.1 µM]; PGK inhibitor: inactive; USP1 inh: -17%; HP1b chromo inh: 2%; GLS inh: -5%; Pin1 inh: 5%

How did CCn1c(SCC(=O)Nc2sccc2C(N)=O)nnc1C1CC1 do in these assays?
IDH1 R132H inh: -7%; PI4K2A inh: 8; TrxR1 substrate: -1%; TrxR1 inh: 0%; PGK inhibitor: 3%; USP1 inh: -7%; HP1b chromo inh: 26%; GLS inh: 3%; Pin1 inh: inconclusive

Results for CC(C)CCNC(=O)C1CCC(CNS(=O)(=O)c2cccc3nsnc23)CC1 (stereo unspecified) ?
IDH1 R132H inh: -3%&18%; PI4K2A inh: 1&-7; TrxR1 substrate: -7%&0%; TrxR1 inh: -8%&17%; PGK inhibitor: inactive; USP1 inh: -12%&-10%; HP1b chromo inh: 32%&39%; GLS inh: 0%&-11%; Pin1 inh: 5%&-6%

An excerpt; count on the stated rates, not on these rows.
